Screens: PubChem, several laboratories
SKKanGAS inh: blocks kanamycin growth of S. pyogenes SKKanGAS strain. inhibition, % at 7.5 µM. AID 1662. hit rate 1.3% among 300,000. BacTiter-Glo, 6 h;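 active = mean replicate score, as percent of positive control median, at least 50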;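 also: strain carries kanamycin resistance gene driven by streptokinase promoter and grows in 40 µg/ml kanamycin; loss of luminescence reflects streptokinase promoter inhibition or plain growth inhibition; 0% = median of DMSO wells and 100% = positive control at its reference dose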
MrgX1 ag: human MrgX1 receptor agonism, primary screen; hit rate 0.44% among 310,000; MrgX1-HEK293 cells, Fluo-4 calcium fluorescence, agonist mode; stronger effect = higher value; B-score at 10 µM;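 active = calcium response B-score plate-corrected fluorescence ratio at least 3 library SD, with starting fluorescence B-score inside 5 SD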
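System: HEK293 cells stably expressing human MrgX1 receptor; Dosing: test compound in the initial addition of three; Schedule: overnight plating, then 30 min 37 °C plus 30 min room-temperature dye loading; Detection: kinetic calcium dye fluorescence, Fluo-4 NW; Controls: per-plate positive and negative controls for Z′ factor.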
TRPC6 act: activators of mouse TRPC6 channel. Q61143. hit rate 0.13% among 310,000. B-score at 10 µM. HEK293-TRPC6 membrane potential dye fluorescence; stronger effect = higher value;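 active = B-score of the integrated fluorescence ratio above library mean plus 3 SD, and starting fluorescence ratio within library mean plus 5 SD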;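 also: higher score means more depolarization so channel activation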
Target sequence (Q61143 whole entry, looked up): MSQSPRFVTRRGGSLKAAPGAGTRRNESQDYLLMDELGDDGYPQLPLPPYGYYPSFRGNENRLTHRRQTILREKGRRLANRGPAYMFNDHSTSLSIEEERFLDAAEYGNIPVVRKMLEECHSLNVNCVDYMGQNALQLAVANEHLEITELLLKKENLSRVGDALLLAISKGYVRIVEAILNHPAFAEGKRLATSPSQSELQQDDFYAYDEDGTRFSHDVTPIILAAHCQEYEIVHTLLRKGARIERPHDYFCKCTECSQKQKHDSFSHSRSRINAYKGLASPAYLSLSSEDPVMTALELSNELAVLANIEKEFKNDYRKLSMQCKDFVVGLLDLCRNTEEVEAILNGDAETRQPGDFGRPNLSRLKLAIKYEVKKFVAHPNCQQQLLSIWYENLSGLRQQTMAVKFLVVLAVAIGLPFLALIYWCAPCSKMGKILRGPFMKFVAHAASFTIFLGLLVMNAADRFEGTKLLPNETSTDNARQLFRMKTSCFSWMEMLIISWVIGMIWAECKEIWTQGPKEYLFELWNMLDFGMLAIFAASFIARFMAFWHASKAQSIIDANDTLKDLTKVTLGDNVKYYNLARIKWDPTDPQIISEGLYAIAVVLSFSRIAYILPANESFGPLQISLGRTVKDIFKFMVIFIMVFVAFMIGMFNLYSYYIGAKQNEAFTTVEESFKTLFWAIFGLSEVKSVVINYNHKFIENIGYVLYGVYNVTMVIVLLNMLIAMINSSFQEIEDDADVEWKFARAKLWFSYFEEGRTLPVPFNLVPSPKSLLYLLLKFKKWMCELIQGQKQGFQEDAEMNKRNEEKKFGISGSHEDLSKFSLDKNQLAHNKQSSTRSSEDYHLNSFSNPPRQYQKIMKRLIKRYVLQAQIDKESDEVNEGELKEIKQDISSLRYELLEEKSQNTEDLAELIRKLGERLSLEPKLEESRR
RGS4 inh: inhibitors of human RGS4; HEK293 M3R/RGS4 inducible, Fluo-4 calcium flux; stronger effect = higher value; triggered by carbachol at its EC20; B-score at 10 µM; hit rate 0.45% among 310,000;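 active = B-score, a plate-corrected calcium signal, over three deviations above library mean, with baseline fluorescence within five deviations of library mean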;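 also: RGS4 expression induced by doxycycline in cells with stable M3 receptor; B-score is computed from the integrated fluorescence ratio over baseline after carbachol; higher B-score means a larger calcium signal and so more RGS4 inhibition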
MrgX1 PAM: allosterically activates human MrgX1 receptor signaling | Q96LB2 | MrgX1-HEK293, Fluo-4 calcium flux, FDSS; stronger effect = higher value | B-score at 10 µM | hit rate 0.63% among 310,000;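 active = plate-corrected calcium response at least 3 library SD above typical, normal starting fluorescence, not activating the receptor alone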;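 also: compound read alongside a low EC10 to EC30 dose of BAM8-22 agonist; peak minus trough fluorescence over baseline measured at the second addition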
MrgX1 antagonist: blocks BAM8-22 activation of human MrgX1 receptor; Q96LB2; MRGX1-HEK293 calcium flux, Fluo-4, BAM8-22 antagonism; stronger effect = lower value; B-score at 10 µM; hit rate 1.3% among 310,000; AID 588676;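 active = calcium-response B-score plate-corrected more than 3 library SD below zero, starting fluorescence within 5 deviations, no agonist response on first addition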;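 also: peak minus trough fluorescence over baseline after final BAM8-22 challenge near maximal dose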
ANO1 activ: activators or potentiators of mouse TMEM16A chloride channel; HEK293 TMEM16A/YFP-H148Q/I152L, iodide quench fluorescence; stronger effect = lower value; B-score at 10 µM; hit rate 0.3% among 340,000;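 active = fluorescence-ratio B-score plate-corrected deviation score at least 3 library SD below zero, with starting fluorescence score within 5 deviations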;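 also: channel opened by trigger with iodide after compound preincubation; score built on the fluorescence ratio of max minus min over baseline; more negative score means more quench and so TMEM16A activation or potentiation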
RGS4 pot: RGS4 potentiation or activation. HEK293 M3R/inducible RGS4, carbachol calcium flux Fluo4; stronger effect = lower value. B-score at 10 µM. hit rate 0.92% among 310,000. AID 463111;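 active = B-score of the integrated calcium signal more than 4 SD below the library mean, with starting fluorescence not abnormally high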;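 also: negative B-score means reduced calcium response which marks RGS4 activation or potentiation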
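Assay system: HEK293 FlpIn-TREx cells, stable M3R, doxycycline-inducible RGS4 / Probe or stimulus: carbachol, ECmax concentration / Times: overnight RGS4 induction, 30 min dye load 37 °C, 20 min compound RT / Signal: kinetic calcium fluorescence imaging with Fluo4-AM dye, 2 µM / Measure: Agonist-evoked peak-minus-minimum fluorescence over baseline, integrated ratio, B score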
ANO1 block: inhibitors of mouse TMEM16A calcium-activated chloride channel; Q8BHY3; HEK293 TMEM16A/YFP iodide influx fluorescence, ionomycin; normalized B-score (activity score, 25-100; higher = stronger inhibition) at 10 µM; hit rate 1.2% among 310,000; AID 588511;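 active = ratio plate-corrected score three or more library SD toward inhibition, starting fluorescence score within five deviations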;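 also: score derived from kinetic fluorescence span divided by baseline fluorescence per well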
HDAC3 inh: human HDAC3 inhibition. AID 2718. inhibition, % at 8.3 µM. recombinant HDAC3, fluorogenic peptide/trypsin coupled, fluorescence. hit rate 0.15% among 320,000; in the data active = inhibition above about 26%, passing the limit was not always enough
TRPC6 inhibitor: blocks the mouse TRPC6 cation channel | HEK293-TRPC6, membrane potential dye, ACh-evoked depolarization; stronger effect = lower value | Q61143 | AID 2553 | hit rate 1.1% among 310,000 | B-score at 10 µM;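 active = B-score under library mean minus 3 SD, initial fluorescence not abnormally high, positive integrated signal ratio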;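 also: B-score derived from integrated fluorescence ratio over the kinetic read; more negative B-score means stronger inhibition of depolarization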
The depositor's hits bear a star; i = inactive; . = no result given.

SMILES | SKKanGAS inh | MrgX1 ag | TRPC6 act | RGS4 inh | MrgX1 PAM | MrgX1 antagonist | ANO1 activ | RGS4 pot | ANO1 block | HDAC3 inh | TRPC6 inhibitor
Cc1cc(C)nc(SCc2ccc(C(=O)N/N=C/c3ccncc3)cc2)n1 | -4 | i | i | i | i | i | i | i | i | -1 | i
CC(CC(=O)N1CCc2ccccc21)c1ccccc1 (stereo not drawn) | -8 | i | i | i | i | i | i | i | i | -4 | i
Cc1cc[n+](-c2[nH]c(=O)sc2/C=N/N=C(\[O-])c2ccccc2)cc1C | -1 | . | i | i | . | . | -5.6* | i | . | . | i
Cc1ccnc(NS(=O)(=O)c2ccc(NC(=O)c3ccc(S(=O)(=O)N4CCOCC4)cc3)cc2)n1 | 5 | i | i | i | i | i | i | i | i | 11 | i
CS(=O)(=O)N(CC(=O)NCc1ccc2c(c1)OCO2)c1ccc(Cl)cc1 | 2 | i | i | i | i | i | i | i | i | -1 | i
CCN1CCN(c2ccc(NC(=O)c3cccc4ncccc34)cc2)CC1 | -1 | i | i | i | i | i | . | i | i | 1 | i
COc1ccc(C2C(C(=O)OCC(=O)Nc3ccc(C)cc3)CCC(=O)N2c2ccc(OC)cc2)cc1 (stereo not drawn) | 4 | i | i | i | i | i | i | i | i | . | i
CC1SC(c2ccc(F)cc2)NC1=O (stereo not drawn) | -13 | i | i | i | i | i | i | i | i | -6 | i
Cc1nn(C)cc1S(=O)(=O)N1CCN(c2ccccc2F)CC1 | 5 | i | i | i | i | i | i | i | i | 4 | i
COc1ccccc1-c1nnc2n1N=C(C(C)(C)C)CS2 | -6 | i | i | i | i | i | i | i | i | -1 | i
CCOC(=O)N1CCN(S(=O)(=O)c2ccc(C(=O)N(CCCN(C)C)c3nc4ccc(Cl)cc4s3)cc2)CC1 | 6 | i | i | i | i | i | i | i | i | 0 | i
CC1CCCCC1NC(=O)COC(=O)c1ccccn1 (stereo not drawn) | 2 | i | i | i | i | i | i | i | i | 1 | i
CC(C)NC(=S)N/N=C/c1cc(Br)ccc1O | 62* | i | i | 5.8* | i | i | i | i | i | -1 | i
COC(=O)Cn1c(C)c(C#N)c2ccccc21 | 1 | i | i | i | i | i | i | i | i | 7 | i
Nn1cc(-c2ccccc2)nc1SCC(=O)NC1CCS(=O)(=O)C1 (stereo not drawn) | -4 | i | i | i | i | i | i | i | i | -1 | i
CC(=O)Nc1cn(-c2ccccc2)nc1-c1ccccc1 | 10 | i | i | i | i | i | i | i | i | 1 | i
CC(=O)c1cnc2c(-c3ccccc3)c(-c3ccccc3)nn2c1C | -10 | i | i | i | i | i | i | i | i | 0 | i
NC(=O)C1CCCN(C(=O)c2ccc3oc(Cc4ccc(Cl)cc4)nc3c2)C1 (stereo not drawn) | 2 | i | i | i | i | i | i | i | i | -1 | i
CCc1nc2ccccc2c(C(=O)OCC(=O)Nc2cccc(S(=O)(=O)N3CCOCC3)c2)c1C | 8 | i | i | i | i | i | i | i | i | 0 | i
Cc1ccc(N2C(=O)CSCC2=O)cc1 | -5 | i | i | i | i | i | i | i | i | 3 | i
Cc1cccc(Nc2ccccc2)c1 | -3 | i | i | i | i | i | i | i | i | 3 | i
CC(=O)Nc1cccc(NC(=O)Nc2ccc(C)c(Cl)c2)c1 | -8 | i | i | i | i | i | i | i | i | -2 | i
Cc1nc2sc(C)c(C)c2c(=O)[nH]1 | -1 | i | i | i | i | i | i | i | i | -1 | i
Nc1nc(NCCO)nc(NC2CCCCC2)c1[N+](=O)[O-] | -2 | i | i | i | i | i | i | i | i | 6 | i
Cc1ccc(C)c(S(=O)(=O)N2CCCCC2CCNC(=O)C(=O)NCCc2ccco2)c1 (stereo not drawn) | -14 | i | i | i | i | i | i | i | i | 6 | i
COC(=O)C1=C(C)N(CCCC(=O)O)C(=O)NC1c1ccc(Br)cc1 (stereo not drawn) | 2 | i | i | i | i | i | i | i | i | -1 | i
O=C(O)c1ccc(N/N=C/C2=C(N3CCOCC3)C(=C\c3ccccc3)/CC2)cc1 | 7 | 34* | 22* | i | i | i | i | i | i | 5 | i
CCN(CC)c1ccc2cc(C(=O)NNC(=O)c3ccc(S(=O)(=O)N4CCCCC4)cc3)c(=O)oc2c1 | 22 | i | i | i | i | i | i | i | i | 2 | i
CCCCNC(=O)C1CCN(S(=O)(=O)c2c(C)noc2/C=C\c2ccc(OC)cc2)CC1 | 11 | i | i | i | i | i | i | i | i | 3 | i
CCOc1ccc(OCC)c(N=c2oc3c(C)ncc(CO)c3cc2C(N)=O)c1 | 22 | i | i | i | i | i | i | i | i | 4 | i
CC(=O)N1CCC(C(=O)N2CCN(S(=O)(=O)c3ccc(Cl)s3)CC2)CC1 | -3 | i | i | i | i | i | i | i | i | -2 | i
Cc1cccc(C(=O)NNC(=O)/C=C/C(=O)O)c1 | -1 | i | i | i | i | i | i | i | i | 4 | i
O=C(NNC(=O)c1ccc([N+](=O)[O-])cc1)c1ccc(Br)cc1 | 4 | i | i | i | i | i | i | i | i | -4 | i
COc1cccc(NC(=O)CN2C(=O)CSc3ccc(S(=O)(=O)N4CCC(C)CC4)cc32)c1 | -1 | i | i | i | i | i | i | i | i | -1 | i
CC(=O)c1c(C(C)=O)c(C)n(NC(=O)c2cccnc2)c1C | 1 | i | i | i | i | i | i | i | i | . | i
COc1cccc(CN(C)CC(=O)Nc2cccc(S(N)(=O)=O)c2)c1OC | -2 | i | i | i | i | i | i | i | i | -7 | i
CC1Cc2ccccc2N1C(=O)COc1ccc2c(c1)OCO2 (stereo not drawn) | 0 | i | i | i | i | i | i | i | i | 2 | i
CC(C)N1C2OC(C3OC4C(O3)N(C(C)C)S(=O)(=O)N4C(C)C)OC2N(C(C)C)S1(=O)=O (stereo not drawn) | -11 | i | i | i | i | i | i | i | i | -1 | i
O=C(CCCc1ccccc1)Nc1ccnn1C1CCN(Cc2ccc(CO)o2)CC1 | 10 | i | i | i | i | i | i | i | i | -1 | i
Cc1ccccc1/C=C/c1nc2ccccc2c(=O)n1Cc1ccccc1 | 27 | i | i | i | i | i | i | -7.4* | i | 9 | i

Sorted by molecular weight (highest first): some entries from above
SMILES | SKKanGAS inh | MrgX1 ag | TRPC6 act | RGS4 inh | MrgX1 PAM | MrgX1 antagonist | ANO1 activ | RGS4 pot | ANO1 block | HDAC3 inh | TRPC6 inhibitor
Cc1ccccc1/C=C/c1nc2ccccc2c(=O)n1Cc1ccccc1 | 27 | i | i | i | i | i | i | -7.4* | i | 9 | i
CC1Cc2ccccc2N1C(=O)COc1ccc2c(c1)OCO2 (stereo not drawn) | 0 | i | i | i | i | i | i | i | i | 2 | i
CC(=O)c1c(C(C)=O)c(C)n(NC(=O)c2cccnc2)c1C | 1 | i | i | i | i | i | i | i | i | . | i
Cc1cccc(C(=O)NNC(=O)/C=C/C(=O)O)c1 | -1 | i | i | i | i | i | i | i | i | 4 | i

(continued)
SMILES | SKKanGAS inh | MrgX1 ag | TRPC6 act | RGS4 inh | MrgX1 PAM | MrgX1 antagonist | ANO1 activ | RGS4 pot | ANO1 block | HDAC3 inh | TRPC6 inhibitor
CCCOc1ccc(/C=C2\SC(N)=NC2=O)cc1OC | 8 | i | i | i | i | i | i | i | i | 3 | i
CC(=O)N(c1ccccc1)C(C)c1nc(C#N)c(C#N)nc1C (stereo not drawn) | -9 | i | i | i | i | i | i | i | i | 2 | i
COc1ccccc1Nc1nc(-c2sc(NC(=O)c3ccco3)nc2C)cs1 | 25 | i | i | i | i | i | i | i | i | -3 | i
Cc1cccc(C(=O)NC2CCN(C(=O)N3CCOCC3)CC2)c1 | 2 | i | i | i | i | i | i | i | i | 1 | i
CCOn1c(=O)c(=O)n(O)c2ccccc21 | -1 | i | i | i | i | i | i | i | i | 3 | i
COc1cc(/C=N/NC(N)=S)ccc1OCc1ccc(C)cc1 | -1 | i | i | i | i | i | i | i | i | 11 | i
CCN(CC(=O)Nc1ccc(OC)cc1)C(=O)c1ccc([N+](=O)[O-])cc1 | -5 | i | i | i | i | i | i | i | i | -6 | i
COc1ccccc1C1=NC(c2ccc(C)cc2)N=C1C (stereo not drawn) | 17 | i | i | i | i | i | i | i | i | 6 | i
COC(=O)Cc1cc(=O)n2[nH]c(C(F)(F)F)nc2n1 | -3 | i | i | i | i | i | i | i | i | 0 | i
Cc1ccc(CNC(=O)CCNS(=O)(=O)c2ccc3c(c2)c(=O)n(C)c(=O)n3C)cc1 | -5 | i | i | i | i | i | i | i | i | -1 | i
O=C(NCCC1CCCCN1S(=O)(=O)c1ccccc1)C(=O)NCc1ccccn1 (stereo not drawn) | 5 | i | i | i | i | i | i | i | i | . | i
Cc1c(NC(=O)c2c(F)c(F)c(F)c(F)c2F)c(=O)n(-c2ccccc2)n1C | -7 | i | i | i | i | i | i | i | i | . | i
Cc1cc(NC(=O)CCC(=O)N(CC(=O)NCC2CCCO2)c2ccc(F)c(Cl)c2)no1 (stereo not drawn) | 1 | i | i | i | i | i | i | i | i | -4 | i
Cc1cc(NC(=O)Cn2nc([N+](=O)[O-])c(Br)c2C)no1 | -3 | i | i | i | i | i | i | i | i | 2 | i
O=C(CSc1nnc(-c2ccccc2O)o1)N1CCOCC1 | 13 | . | i | i | . | . | i | i | . | . | i
CC1SCC(NC(=O)c2cccc(Cl)c2)CS1 (stereo not drawn) | 1 | i | i | i | i | i | i | i | i | -1 | i
O=C(NN1C(=O)C2C(C1=O)C1C=CC2C12CC2)c1ccccc1 (stereo not drawn) | 2 | i | i | i | i | i | i | i | i | 5 | i
Cc1ccc(SCCC(=O)OCn2nnc3ccccc3c2=O)cc1 | -2 | i | i | i | i | i | i | i | i | 2 | i
CCC(=O)N1CCc2cc(Br)cc(S(=O)(=O)NCCN3CCCCC3CC)c21 (stereo not drawn) | . | i | . | . | i | i | i | . | i | 0 | .
CC(=O)/C=C/n1c(=S)oc2ccccc21 | 3 | i | i | 10* | i | i | . | i | i | 1 | i
